# hERG rescue: shields human hERG channel from block by proarrhythmic agents; activation (rescue from dofetilide block), less the hit threshold, % at 10 µM; 310,000 tested, 0.51% active; AID 1511; Q12809; CHO-hERG, FluxOR thallium flux, dofetilide IC70 present;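 active means activation above the mean of controls blocked by dofetilide plus 5 SD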;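 further: thallium influx through hERG after potassium depolarization seen as dye fluorescence rise; in these data hits start at about 4.7%; inactives centre near -7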
# TMEM16A act: mouse TMEM16A channel activation, primary screen. AID 623877. 340,000 tested, 0.3% active. B-score at 10 µM. HEK293 TMEM16A/YFP-H148Q/I152L, iodide quench fluorescence; hits give low values;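 active means fluorescence-ratio B-score plate-corrected deviation score at least 3 library SD below zero, with starting fluorescence score within 5 deviations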;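 further: channel opened by trigger with iodide after compound preincubation; score built on the fluorescence ratio of max minus min over baseline; more negative score means more quench and so TMEM16A activation or potentiation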
# ANO1 block: mouse TMEM16A channel inhibition, primary screen | Q8BHY3 | HEK293 TMEM16A/YFP iodide influx fluorescence, ionomycin | normalized B-score (activity score, 25-100; higher = stronger inhibition) at 10 µM | 310,000 tested, 1.2% active | AID 588511;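 active means ratio plate-corrected score three or more library SD toward inhibition, starting fluorescence score within five deviations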;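 further: score derived from kinetic fluorescence span divided by baseline fluorescence per well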
# KCNQ1 pot: human KCNQ1 channel potentiation or activation | CHO-K1 KCNQ1, thallium flux FluxOR fluorescence; hits give high values | B-score at 10 µM | 310,000 tested, 0.35% active;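 active means fluorescence ratio B-score, a plate-corrected score, at least three library SD, with initial intensity B-score within 5 SD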
#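 Assay system: CHO-K1 cells stably expressing KCNQ1. Medium: assay buffer for compound exposure, DMSO matched across wells. Timing: 37 °C overnight plating, 90-min dark dye load, 20-min compound pretreatment. Signal: kinetic FluxOR fluorescence, 10 s baseline plus 110 s post-stimulus.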
# SKKanGAS inh: inhibitors of SKKanGAS S. pyogenes growth in kanamycin (SK-promoter or general growth effect). 300,000 tested, 1.3% active. inhibition, % at 7.5 µM. BacTiter-Glo, 6 h;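 active means mean replicate score, as percent of positive control median, at least 50; inconclusive means mean below 50 but one replicate at or above 50; inactive means mean and every replicate below 50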;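 further: strain carries kanamycin resistance gene driven by streptokinase promoter and grows in 40 µg/ml kanamycin; loss of luminescence reflects streptokinase promoter inhibition or plain growth inhibition; 0% = median of DMSO wells and 100% = positive control at its reference dose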
# KCNQ1 inh: inhibitors of human KCNQ1 potassium channel; B-score at 10 µM; P51787; CHO-K1 KCNQ1, FluxOR thallium flux fluorescence; hits give high values; 310,000 tested, 1.3% active;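 active means compounds whose thallium flux B-score, printed positive for inhibition, exceeds three library SD while starting fluorescence stays within three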;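 further: channel opened by potassium depolarization with thallium stimulus after 20 min compound exposure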
# RGS4 pot: RGS4 potentiation or activation; AID 463111; 310,000 tested, 0.92% active; B-score at 10 µM; HEK293 M3R/inducible RGS4, carbachol calcium flux Fluo4; hits give low values;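 active means B-score of the integrated calcium signal more than 4 SD below the library mean, with starting fluorescence not abnormally high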;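 further: negative B-score means reduced calcium response which marks RGS4 activation or potentiation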
#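 Assay system: HEK293 FlpIn-TREx cells, stable M3R, doxycycline-inducible RGS4 / Probe or stimulus: carbachol, ECmax concentration / Times: overnight RGS4 induction, 30 min dye load 37 °C, 20 min compound RT / Signal: kinetic calcium fluorescence imaging with Fluo4-AM dye, 2 µM / Measure: Agonist-evoked peak-minus-minimum fluorescence over baseline, integrated ratio, B score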
# KCNK9 block: human KCNK9 channel inhibition; 310,000 tested, 1.2% active; AID 488922; B-score at 10 µM; HEK293 KCNK9, FluxOR thallium flux fluorescence; hits give low values; Q9NPC2;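 active means ratio B-score over 3 SD below the library mean, with starting fluorescence within 5 SD of its mean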;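 further: negative B-score means less thallium flux so channel inhibition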
# RGS4 inh: inhibitors of human RGS4; HEK293 M3R/RGS4 inducible, Fluo-4 calcium flux; hits give high values; triggered by carbachol at its EC20; 310,000 tested, 0.45% active; B-score at 10 µM;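 active means B-score, a plate-corrected calcium signal, over three deviations above library mean, with baseline fluorescence within five deviations of library mean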;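 further: RGS4 expression induced by doxycycline in cells with stable M3 receptor; B-score is computed from the integrated fluorescence ratio over baseline after carbachol; higher B-score means a larger calcium signal and so more RGS4 inhibition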
# Target sequence (P49798 whole entry, looked up): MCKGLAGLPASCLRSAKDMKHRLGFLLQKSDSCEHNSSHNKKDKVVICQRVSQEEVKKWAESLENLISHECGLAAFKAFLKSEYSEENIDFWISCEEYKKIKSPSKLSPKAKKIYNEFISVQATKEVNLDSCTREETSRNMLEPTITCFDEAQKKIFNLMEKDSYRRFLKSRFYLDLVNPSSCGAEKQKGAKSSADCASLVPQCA
# KCNK3 block: human KCNK3 channel inhibition, primary screen; CHO-KCNK3 thallium flux, FluxOR fluorescence; hits give low values; B-score at 10 µM; 340,000 tested, 0.84% active; AID 602410;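 active means B-score under library mean minus 4 SD, starting fluorescence ratio at most library mean plus 5 SD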;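 further: more negative B-score means stronger inhibition of thallium flux through KCNK3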
# Target sequence (O14649 whole entry, looked up): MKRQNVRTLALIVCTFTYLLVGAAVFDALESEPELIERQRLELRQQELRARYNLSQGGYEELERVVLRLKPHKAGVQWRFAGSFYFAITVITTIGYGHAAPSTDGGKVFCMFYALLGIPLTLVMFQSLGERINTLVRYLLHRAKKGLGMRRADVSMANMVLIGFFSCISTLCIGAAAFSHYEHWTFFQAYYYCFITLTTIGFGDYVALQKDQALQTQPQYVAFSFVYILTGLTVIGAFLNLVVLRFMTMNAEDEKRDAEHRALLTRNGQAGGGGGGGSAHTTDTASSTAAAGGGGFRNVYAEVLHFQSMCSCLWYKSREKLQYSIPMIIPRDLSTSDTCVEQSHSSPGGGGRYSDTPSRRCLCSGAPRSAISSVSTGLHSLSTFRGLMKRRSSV
# HDAC3 inh: inhibitors of human histone deacetylase 3; O15379; recombinant HDAC3, fluorogenic peptide/trypsin coupled, fluorescence; inhibition, % at 8.3 µM; 320,000 tested, 0.15% active; in the data active means inhibition above about 26%, passing the limit was not always enough; inconclusive means no clear call, values can overlap the other calls
# Target sequence (O15379 whole entry, looked up): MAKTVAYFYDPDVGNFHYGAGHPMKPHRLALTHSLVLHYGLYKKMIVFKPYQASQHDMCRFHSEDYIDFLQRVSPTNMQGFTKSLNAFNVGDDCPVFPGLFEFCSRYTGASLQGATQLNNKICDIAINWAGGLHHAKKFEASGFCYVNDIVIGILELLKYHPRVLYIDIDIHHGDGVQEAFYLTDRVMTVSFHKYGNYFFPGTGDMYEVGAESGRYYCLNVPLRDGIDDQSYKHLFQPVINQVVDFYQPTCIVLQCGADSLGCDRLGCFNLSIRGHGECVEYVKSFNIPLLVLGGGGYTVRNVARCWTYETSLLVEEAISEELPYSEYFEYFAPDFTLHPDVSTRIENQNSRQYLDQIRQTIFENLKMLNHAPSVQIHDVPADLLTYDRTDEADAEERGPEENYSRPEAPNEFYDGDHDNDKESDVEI
# * hit, by the source's call; i = inactive; ? = inconclusive; · = not tested or not shown.
SMILES,hERG rescue,TMEM16A act,ANO1 block,KCNQ1 pot,SKKanGAS inh,KCNQ1 inh,RGS4 pot,KCNK9 block,RGS4 inh,KCNK3 block,HDAC3 inh
Cc1noc2ncnc(Sc3ccc(Br)cc3)c12,-27,i,i,i,6,i,i,i,i,i,2
O=C(O)CCCn1ccc2cc(S(=O)(=O)N3CCCC3)ccc21,-6,i,i,i,-4,i,i,i,i,i,?
NC(=O)CC(NC(=O)Cc1cccc2ccccc12)c1ccc(NCCN2CCCC2)c([N+](=O)[O-])c1 (configuration not stated),-8,i,i,i,0,i,i,i,i,i,-2
COc1ccc(Cn2c(=N)c(C(=O)NCC3CCCO3)cc3c(=O)n4ccccc4nc32)cc1 (configuration not stated),-10,i,i,i,-4,i,i,i,i,i,7
Cc1ccc(C2=CC(c3ccccc3)n3ncnc3N2)c(C)c1 (configuration not stated),0,i,i,i,7,i,i,i,i,i,-11
NC(=O)C[n+]1cccc(/C=N/O)c1,-8,i,i,i,-3,i,i,i,i,i,1
O=C(c1ccco1)N1CCN(CCOc2ccccc2)CC1,-10,i,i,i,-1,i,i,i,i,i,2
COc1ccc(NC(=O)CCCNS(=O)(=O)c2cccs2)cc1,-5,i,i,i,-2,i,i,i,i,i,-3
FC(F)(F)c1cccc(N2CCN(Cc3ccoc3)CC2)c1,-8,i,i,i,0,i,i,i,i,i,2
COc1ccc(-c2ccc(SCC(=O)N3c4ccccc4CC3C)nn2)cc1OC (configuration not stated),-7,i,i,i,0,i,i,i,i,i,1
Cc1ccc(O)c(CNn2cnnc2)c1,-8,i,i,i,-3,i,i,i,i,i,-4
Cn1cc(Br)c(-c2cccc(NC(=O)CCCC(=O)O)c2)n1,-8,i,i,i,11,i,i,i,i,i,5
CCOC(=O)Cc1c(C)nc2c(C#N)c[nH]n2c1=O,-10,i,i,i,1,i,i,i,i,i,·
Cc1cc(C)nc(-n2nc(C)c(Br)c2Nc2ccc(Br)cc2)n1,-14,i,i,i,33,i,i,i,i,i,0
Nc1cc(=O)[nH]c(=O)n1-c1ccc(Cl)cc1,-7,i,i,i,-19,i,i,i,i,i,-8
O=C1CCCc2c1cc(-c1ccccc1)n2-c1ccc(O)cc1,-1,i,i,i,-7,i,i,i,i,i,3
COc1cc(/C=C2\CCC(C3CCCC3)C2=O)cc(OC)c1OC (configuration not stated),-3,i,i,i,2,i,i,i,i,i,3
O=C1c2ccccc2C2=Nc3ccccc3SC(c3ccccc3F)C12 (configuration not stated),-10,i,i,i,53*,i,i,-9.8*,i,-12*,-3
Cc1ccc(C)c(S(=O)(=O)NCc2ccc(C(=O)N3CCCCCC3)cc2)c1,-6,i,i,i,2,i,i,i,i,i,-3
CCCCOC(=O)Nc1nccs1,-8,i,i,i,-8,i,i,i,i,i,-9

# Marked active in KCNK9 block, of those listed so far:
molecule | TMEM16A act | KCNQ1 pot | KCNQ1 inh | KCNK9 block | RGS4 inh | KCNK3 block | HDAC3 inh
O=C1c2ccccc2C2=Nc3ccccc3SC(c3ccccc3F)C12 (configuration not stated) | i | i | i | -9.8* | i | -12* | -3

# Remaining list, next part:
SMILES,hERG rescue,TMEM16A act,ANO1 block,KCNQ1 pot,SKKanGAS inh,KCNQ1 inh,RGS4 pot,KCNK9 block,RGS4 inh,KCNK3 block,HDAC3 inh
CCCCn1c(SCC(=O)N2CCC(C)CC2)nc2cc(S(N)(=O)=O)ccc21,-8,i,i,i,-9,i,i,i,i,i,2
CN(c1ccc(Cl)cc1)S(=O)(=O)c1nnc(NC(=O)c2ccco2)s1,-9,i,i,i,38,i,i,i,i,i,6
CCOC(=O)CSc1nncc2ccc(OC)c(OC)c12,-8,i,i,i,-7,i,i,i,i,i,4
Cc1sc(NC(=S)NC(=O)c2ccccc2)c(C#N)c1C,2,i,i,i,17,i,i,i,i,i,-1
Cc1cccc2cc(C(c3nnnn3CC3CCCO3)N3CCOCC3)c(=O)[nH]c12 (configuration not stated),-10,i,i,i,-1,i,i,i,i,i,-7
COc1cc(OC)cc(C(=O)Nc2ccc(N(C)C)c3ccccc23)c1,-17,i,i,i,0,i,i,i,i,i,-5
COc1ccc(S(=O)(=O)N2CCN(c3ncccn3)CC2)cc1,-6,i,i,i,4,i,i,i,i,i,6
CCOC(=O)c1c(NC(=O)COC(=O)CCOc2ccccc2C)sc(C(=O)NC)c1C,-13,i,i,i,-7,i,i,i,i,i,0
Fc1ccc(CN2CCCCCCC2)cc1,-6,i,i,i,0,i,i,i,i,i,-4
CCCSc1nnc(Cc2cc(=O)[nH]c(=O)[nH]2)n1-c1cc(C)ccc1C,-3,i,i,i,-5,i,i,i,i,i,1
CCOc1ccc(CCNc2cc(C)nc3ncnn23)cc1OCC,-7,i,i,i,1,i,i,i,i,i,3
CSc1ncccc1C(=O)NCC1CCCCC1,-9,i,i,i,0,i,i,i,i,i,2
Cc1cc(C)c([N+](=O)[O-])cc1NC(=O)CCS(=O)(=O)c1ccccc1,-8,i,i,i,-6,i,i,i,i,i,9
C=CCn1c2[n+](c3ccccc3c1=O)CCCCC2,-5,i,i,i,1,i,i,i,i,i,-2
CC(=O)c1ccc(N2CCN(S(=O)(=O)c3ccc4c(c3)CC(C)N4C(C)=O)CC2)cc1 (configuration not stated),-11,i,25*,i,-1,i,i,i,i,i,2
COc1ccccc1-n1cnc2cc(NS(=O)(=O)c3ccccc3)ccc21,-10,i,i,i,4,i,i,i,i,i,-4
Oc1oc(-c2ccco2)nc1C=Nc1cccc(Cl)c1,-12,i,i,i,-1,i,i,i,i,i,1
S=C(NCCc1ccccn1)Nc1ccccc1,-11,i,i,i,-6,i,i,i,i,i,4
Cc1cc(/C=N/O)c(C)n1-c1cccc(Cl)c1,-11,i,i,i,12,i,i,i,i,i,5
O=C1C=C(NCc2ccc(Cl)cc2)CCC1,-10,i,i,i,-7,i,i,i,i,i,6

# Filtered by structure, the entries above with a thiophene ring, fused or not (three)
SMILES,hERG rescue,TMEM16A act,ANO1 block,KCNQ1 pot,SKKanGAS inh,KCNQ1 inh,RGS4 pot,KCNK9 block,RGS4 inh,KCNK3 block,HDAC3 inh
COc1ccc(NC(=O)CCCNS(=O)(=O)c2cccs2)cc1,-5,i,i,i,-2,i,i,i,i,i,-3
Cc1sc(NC(=S)NC(=O)c2ccccc2)c(C#N)c1C,2,i,i,i,17,i,i,i,i,i,-1
CCOC(=O)c1c(NC(=O)COC(=O)CCOc2ccccc2C)sc(C(=O)NC)c1C,-13,i,i,i,-7,i,i,i,i,i,0

# Later entries
SMILES,hERG rescue,TMEM16A act,ANO1 block,KCNQ1 pot,SKKanGAS inh,KCNQ1 inh,RGS4 pot,KCNK9 block,RGS4 inh,KCNK3 block,HDAC3 inh
CC(C)Oc1ccccc1C1NC(=O)CCC1[N+](=O)[O-] (configuration not stated),-2,i,i,i,0,i,i,i,i,i,1
CC(CCc1ccccc1)NC(=O)COC(=O)c1cccs1 (configuration not stated),-11,i,i,i,-2,i,i,i,i,i,1
O=C(COc1cccc2c1CCNC2=O)Nc1ccc(F)cc1,-5,i,·,i,-2,i,i,i,i,i,·
CCOC(=O)c1c(C)c(C(=O)N2CCN(C(=O)c3ccco3)CC2)c(C)n1C,-14,i,100*,i,0,i,i,i,i,i,4
O=C(Cc1cccs1)Nc1nnc(-c2ccccc2)s1,-6,i,i,i,-16,i,i,i,i,i,?
COc1cccc(NC(=O)Nc2cccc(C(=O)O)c2)c1,-8,i,i,i,7,i,i,i,i,i,-1
CCN(CC)N=Nc1[nH]nc2nc(C)cc(C)c12,-14,i,i,i,5,i,i,i,i,i,1
Cc1[nH]c2ccccc2c1C(=O)CSC(=S)N1CCOCC1,-13,i,i,i,0,i,i,i,i,i,6
NS(=O)(=O)c1ccc(NC(=O)C2Cc3ccccc3C(=O)O2)cc1 (configuration not stated),-2,i,i,i,-8,i,i,i,i,i,1
Cc1nc(=O)c(-c2ccccc2)c(C)n1-c1ccc(O)cc1,-1,i,i,i,2,i,i,i,i,i,-4
O=C1C2CC=C(Cl)CC2C(=O)N1CCc1c[nH]c2ccccc12 (configuration not stated),1,i,i,i,2,i,i,i,i,i,3
Cc1ccc(-c2csc3ncnc(SCC(=O)Nc4nnc(C)s4)c23)cc1,-12,i,i,i,13,i,i,i,i,i,-1
CN(Cc1ccccc1)S(=O)(=O)c1ccc(Cl)nc1,-6,i,i,i,-1,i,i,i,i,i,-11
Cc1ccccc1N(CC(=O)NC(C)(C)C)C(=O)c1ccc(-c2ccccc2)[nH]1,-6,·,i,i,-7,i,i,i,i,·,-3
CCN(C(=O)CSc1nnnn1C)c1c(N)n(Cc2ccccc2)c(=O)[nH]c1=O,-6,i,i,i,-10,i,i,i,i,i,·
Cn1ccnc1SCC(=O)c1c[nH]c2ccccc12,-4,i,i,i,3,i,i,i,i,i,-7
CNc1c(NS(=O)(=O)c2cc(OC)ccc2OC)c(=O)oc2ccccc12,-10,i,i,i,-15,i,i,i,i,i,6
COC(=O)c1nnn(CC(=O)NC(=O)Nc2ccc(F)cc2)c1C(=O)OC,-13,i,i,i,-13,i,i,i,i,i,-2
Cc1ccc(N2CCCCn3c2nc2c3c(=O)n(CC(=O)O)c(=O)n2C)cc1,-1,i,i,i,-7,i,i,i,i,i,-7

# Single values from above.
# In hERG rescue, Cc1ccccc1N(CC(=O)NC(C)(C)C)C(=O)c1ccc(-c2ccccc2)[nH]1 has -6
# In SKKanGAS inh, CCN(C(=O)CSc1nnnn1C)c1c(N)n(Cc2ccccc2)c(=O)[nH]c1=O has -10
# In hERG rescue, O=C(COc1cccc2c1CCNC2=O)Nc1ccc(F)cc1 has -5
